ADAM17 inh – ADAM17 inhibitors, primary screen, biochemical, QFRET | AID 720648, 2013 | recombinant ADAM17, EDANS/DABCYL FRET peptide cleavage | hit rate 0.83% among 370,000 | inhibition, % at 6.95 µM;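 active = inhibition above the mean of compounds lying between control limits plus 3 SD, set per campaign, cut at about 8.5% in these data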;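 note: 0% = DMSO-only wells as the low control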
PLCg1 inh – PLC-gamma1 enzyme inhibitors, primary screen, biochemical, fluorescence, purified enzyme. 1-phosphatidylinositol 4,5-bisphosphate phosphodiesterase gamma-1 (Homo sapiens), P19174. hit rate 0.84% among 370,000. inhibition, % at 12.2 µM. AID 720700, 2013. fluorogenic substrate; in the data active = inhibition above about 9.5%
ASAP1 GAP inh – inhibitors of human ASAP1 ArfGAP activity, primary screen, biochemical, fluorescence polarization; hit rate 0.19% among 360,000; Arf-GAP with SH3 domain, ANK repeat and PH domain-containing protein 1 (Homo sapiens), …; inhibition, % at 16.5 µM; ASAP1-stimulated ARF1 GTP hydrolysis, GDP FP detection; in the data active = inhibition above about 25%;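 note: 0% = vehicle with enzyme and substrate and 100% = no enzyme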
UHRF1 MBD2 ctr – UHRF1 methylated DNA binding inhibitors, primary screen, counter-screen for MBD2 inhibitor project, biochemical, TR-FRET, human UHRF1, single concentration; E3 ubiquitin-protein ligase UHRF1 (Homo sapiens), Q96T88; UHRF1 binding to methylated oligo; inhibition, % at 4.4 µM; hit rate 0.75% among 370,000; AID 687016, 2013; in the data active = inhibition above about 21%;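 note: UHRF1 SRA domain binding a hemimethylated CpG hairpin DNA probe; 0% = median of test compound wells and 100% = reference inhibitor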
Target sequence (Q96T88 whole entry, looked up, the tested form may be a part): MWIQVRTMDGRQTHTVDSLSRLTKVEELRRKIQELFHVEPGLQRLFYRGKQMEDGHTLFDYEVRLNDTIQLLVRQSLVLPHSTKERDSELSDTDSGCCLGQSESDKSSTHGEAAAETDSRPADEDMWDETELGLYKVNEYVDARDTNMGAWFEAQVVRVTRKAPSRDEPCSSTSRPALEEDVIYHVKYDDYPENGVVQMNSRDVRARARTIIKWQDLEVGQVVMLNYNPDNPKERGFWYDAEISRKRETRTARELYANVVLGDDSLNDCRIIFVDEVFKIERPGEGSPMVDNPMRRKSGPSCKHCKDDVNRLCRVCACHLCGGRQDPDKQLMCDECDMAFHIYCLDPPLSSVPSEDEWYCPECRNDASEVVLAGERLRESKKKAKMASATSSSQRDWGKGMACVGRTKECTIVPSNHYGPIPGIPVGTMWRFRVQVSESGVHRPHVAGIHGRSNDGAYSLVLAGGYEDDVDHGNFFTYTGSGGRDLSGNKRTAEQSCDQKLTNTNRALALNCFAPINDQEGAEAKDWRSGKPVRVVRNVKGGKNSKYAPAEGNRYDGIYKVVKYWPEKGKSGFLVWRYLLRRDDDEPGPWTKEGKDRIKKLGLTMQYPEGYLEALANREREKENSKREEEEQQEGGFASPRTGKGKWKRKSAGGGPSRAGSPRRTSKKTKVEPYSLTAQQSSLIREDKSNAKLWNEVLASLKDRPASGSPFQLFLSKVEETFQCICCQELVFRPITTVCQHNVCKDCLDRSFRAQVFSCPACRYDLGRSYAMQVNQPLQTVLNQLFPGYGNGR
Tn7 DDE FP – inhibitors of Tn7 peptide binding to fibrin DD(E), primary screen, biochemical, fluorescence polarization, human fibrin, Tn7 probe; Fibrinogen beta chain (Homo sapiens), P02675; FP displacement of FITC-Tn7 peptide from fibrin DD(E); 0% = median of compound wells per plate; inhibition, % at 8.3 µM; hit rate 0.13% among 370,000; AID 720508, 2013;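 active = inhibition above the mean of compounds falling within the control limits plus 3 SD of them, cut at about 14% in these data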;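 note: 0% = plate median of compound wells and 100% = 10 µM Aha-Tn7 peptide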
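Test system – human fibrin DD(E) · Times – 10 min preincubation, 3 h with tracer, room temperature · Detection – fluorescence polarization of the labelled Tn7 tracer · Measure – percent inhibition normalized to high-control wells · Benchmarks – high control wells with 10 µM unlabelled Aha-Tn7 peptide (full inhibition) · Repeats – singlicate testing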
PLCb3 inh – human PLC-beta3 inhibitors, primary screen, biochemical, fluorescence; AID 720704, 2013; hit rate 0.18% among 370,000; Purified PLC-beta3, fluorogenic substrate; inhibition, % at 12.2 µM; 1-phosphatidylinositol 4,5-bisphosphate phosphodiesterase beta-3 (Homo sapiens), Q01970; in the data active = inhibition above about 11%;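 note: 0% = median of compound wells on plate and 100% = full blocker control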
MBD2 DNA inh – inhibitors of MBD2 binding to methylated DNA, primary screen, biochemical, TR-FRET, DNA-binding domain, human; inhibition, % at 4.4 µM; AID 686964, 2013; hit rate 0.31% among 370,000; MBD2 binding to methylated oligonucleotide; in the data active = inhibition above about 13%
KLK7 zymogen act – proKLK7 zymogen activators, primary screen, biochemical, fluorescence intensity | Kallikrein-7 (Homo sapiens), P49862 | purified proKLK7, EDANS-DABCYL substrate fluorescence; 100% is mature enzyme control, 0% vehicle | hit rate 0.9% among 370,000 | activation, % at 7 µM | AID 652039, 2013;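 active = activation above the mean of all tested compounds plus 3 SD, computed per campaign excluding outliers beyond control limits, cut at about 13% in these data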
Target sequence (P49862 whole entry, looked up): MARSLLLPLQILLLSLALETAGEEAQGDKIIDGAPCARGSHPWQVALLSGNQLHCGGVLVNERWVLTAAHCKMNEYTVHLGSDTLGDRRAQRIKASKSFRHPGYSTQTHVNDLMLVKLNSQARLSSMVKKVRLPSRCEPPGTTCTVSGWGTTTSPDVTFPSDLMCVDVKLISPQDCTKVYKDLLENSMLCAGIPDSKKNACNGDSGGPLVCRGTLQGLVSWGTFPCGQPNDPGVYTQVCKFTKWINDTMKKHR
ARFGAP1 inh – inhibitors of rat ARFGAP1 GAP activity, primary screen, biochemical, fluorescence polarization, GDP tracer | ADP-ribosylation factor GTPase-activating protein 1 (Rattus norvegicus), Q62848 | Arfgap1-stimulated ARF1 GTP hydrolysis, GDP FP detection | inhibition, % at 16.5 µM | hit rate 0.26% among 360,000;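 active = inhibition above a per-plate limit, mean inhibition of low control wells plus 3 SD, cut at about 25% in these data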;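 note: 0% = DMSO wells with enzyme and 100% = wells lacking Arfgap1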
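Assay system: Rat Arfgap1 GAP domain (His6, aa 1-136), purified enzyme | Buffer or medium: HEPES 25 mM pH 7.5, NaCl 150 mM, MgCl2, DTT | Schedule: GTP hydrolysis reaction 2 h at 25 °C | Signal: FP of antibody-bound GDP Alexa 633 tracer, ex 620/em 688 nm | Measure: Percent inhibition of Arfgap1-stimulated GTP hydrolysis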
DDE Tn6 FP inh – inhibitors of Tn6 peptide binding to fibrin DD(E), primary screen, biochemical, fluorescence polarization, human fibrin, Tn6 probe | Fibrin DD(E) TRITC-Tn6 fluorescence polarization displacement | inhibition, % at 8.3 µM | hit rate 0.21% among 370,000 | AID 720509, 2013;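 active = inhibition above a per-campaign cutoff: mean of compounds within control limits plus 3 SD, cut at about 15% in these data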;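 note: 0% = median of all compound wells on the plate and 100% = blocking peptide control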
* = called active by the depositor; / = not tested or not shown.

SMILES	ADAM17 inh	PLCg1 inh	ASAP1 GAP inh	UHRF1 MBD2 ctr	Tn7 DDE FP	PLCb3 inh	MBD2 DNA inh	KLK7 zymogen act	ARFGAP1 inh	DDE Tn6 FP inh
COc1ccc(Cc2n[nH]c(=S)n2C)cc1Br	-5	-1	-14	8	6	2	0	0.1	13	-1
Cc1nn(-c2ccccc2)c(C)c1CN	-1	1	5	-2	1	6	-6	0.4	14	4
CC(C)(C)c1ccc(CC(=O)N2CCC2(C)C(=O)NS(=O)(=O)c2cccc(C#N)c2)cc1 (stereo unspecified)	-4	-3	-1	1	-2	-5	-4	-0.1	5	2
Cc1cc(C)c(S(=O)(=O)N2CCCOC2CNC(=O)C(=O)NCc2cccnc2)c(C)c1 (stereo unspecified)	-1	-1	-6	-1	-9	1	-3	-0.4	-2	-3
Cc1cc(C)c(Cn2c3ccccc3c3cnn(CC(=O)NCCN4CCOCC4)c(=O)c32)c(C)c1	-8	-1	-19	4	8	-12	1	-0.6	-10	-3
O=C(Cc1ccccc1)N/N=C/c1cccs1	-6	-1	-15	-3	2	-1	3	-0.2	8	-2
COc1ccc(CNC(=O)N2CCN(c3ccccc3)CC2)cc1	2	3	-9	1	-4	-6	5	-0.7	-1	12
O=C(C=Cc1ccc2c(c1)OCO2)C1CC1	-13	-54	-18	-3	6	-70	-3	4.3	-4	9
CCOC(=O)C1=C(C)Nc2nnnn2C1c1cccnc1 (stereo unspecified)	-4	2	7	2	5	1	5	-0.2	-2	7
O=C(Nc1ncc(Cc2ccccc2Cl)s1)C1=NCCN1	2	4	-11	-1	2	3	-5	-0.8	-14	4
COc1cc(CC2COC(=O)C2Cc2ccc(O)c(OC)c2)ccc1O (stereo unspecified)	-2	3	14	1	6	3	1	-0.7	9	6
CCCCn1c(N)c(N(CC(C)C)C(=O)CCNC(=O)c2ccc([N+](=O)[O-])cc2)c(=O)[nH]c1=O	1	0	-16	-1	-9	2	1	-0.5	18	3
O=C(O)COc1ccccc1-c1nc(-c2ccccc2)c(-c2ccccc2)[nH]1	-118	-31	-5	-2	2	-49	-2	1.2	-6	-6
CN(C)/N=C/c1ccc(P(c2ccc(/C=N/N(C)C)o2)c2ccc(/C=N/N(C)C)o2)o1	7	6	-2	-7	4	6	-11	-0.1	6	1
O=C(Nc1cccnc1)c1ccc(COc2ccccc2Br)o1	-4	-1	1	1	-3	-2	2	0.0	11	-2
CC(=O)CN1C(=O)NC2(CCCc3ccccc32)C1=O (stereo unspecified)	-6	-3	-5	1	14	-4	3	0.1	8	5
O=C(CCC(=O)c1ccc(F)cc1)NCc1ccccc1C(F)(F)F	-3	-3	7	0	2	-6	2	0.1	11	6
N#CCCN(C(=O)COC(=O)c1cc(=O)c2ccccc2o1)c1ccccc1	-3	1	-9	-1	4	-3	3	0.4	3	4
CN(CC(=O)Nc1cccc(F)c1)C(=O)Cn1c(=O)cnc2ccccc21	-3	3	-9	3	-5	0	1	-0.4	-1	-1
CCOC(=O)Cc1cnc(NC(=O)NC(C(=O)OCC)(c2ccccc2)C(F)(F)F)s1 (stereo unspecified)	3	3	-2	-1	-9	3	1	-0.6	0	-7
Cc1ccc(OCCC(=O)Nc2ccc(F)c(F)c2)cc1	7	6	-12	-1	-3	4	1	0.4	-3	-1
CCOc1ccccc1C(=O)NCCCCCC(=O)O	-8	4	8	2	0	2	2	0.7	7	5
Cc1ccc(NC(=O)C(=O)NCc2ccc(/C=N/NC(=O)c3c(C)nc4cc(C)ccn34)o2)cc1	0	-19	17	-7	-2	-25	-8	-5.8	5	1
CC(=O)c1c(C)[nH]c(C(=O)OC(C)C(=O)NC2CCCCC2)c1C (stereo unspecified)	-4	0	-8	0	-4	2	-1	0.0	11	2
Cc1cc(-n2c(SCC(=O)Nc3ccc(F)c(F)c3)nc3n[nH]c(C)c3c2=N)ccc1Cl	-2	0	7	-1	-5	-12	-2	-1.1	8	6
Remaining list, next part.
SMILES	ADAM17 inh	PLCg1 inh	ASAP1 GAP inh	UHRF1 MBD2 ctr	Tn7 DDE FP	PLCb3 inh	MBD2 DNA inh	KLK7 zymogen act	ARFGAP1 inh	DDE Tn6 FP inh
Cc1cccn2c(=O)c3cc(C(=O)NCCN4CCOCC4)c(=N)n(CCCN4CCOCC4)c3nc12	-494	-242	7	4	2	-330	3	25*	0	-6
CCOC(=O)CNC(=S)N(Cc1ccc(C)cc1)Cc1ccc(C)o1	4	6	9	0	-4	6	-1	0.8	9	3
Cc1cccc(C)c1NC(=O)N1CCC(n2c(=O)[nH]c3ccccc32)CC1	0	2	7	1	4	2	-4	0.3	4	7
O=C(COc1cccc2cccnc12)N/N=C/c1cccn1-c1ccc(F)cc1	-3	-13	-18	-1	6	-25	3	-1.1	0	-17
CCOC(=O)N1CCN(S(=O)(=O)N2CCCC(C(=O)NCCc3ccc(Cl)cc3)C2)CC1 (stereo unspecified)	-2	1	2	-1	-5	-2	-2	0.0	9	0
O=C(Nc1cccc(N=Cc2cc(Cl)cc(Br)c2O)c1)c1ccco1	-3	-12	-2	-4	0	-13	1	-0.8	-1	-5
COC(=O)c1nn(-c2ccccc2)c(=O)cc1Oc1ccc(Cl)cc1	-4	-1	4	10	-1	-4	10	-0.4	6	-10
O=C(NCC(=O)N1CCCCCCC1)c1ccccc1Cl	-4	-5	-6	0	3	-1	2	-0.1	-10	-1
CCC1C(=O)N(c2nc(C)cc(C)n2)N=C1C (stereo unspecified)	0	1	2	-4	-1	6	2	0.2	1	5
C[C@H](CO)N1C[C@H](C)[C@@H](CN(C)C)Oc2c(NC(=O)c3ccncc3)cccc2C1=O	-2	1	4	3	4	4	-2	0.9	-2	2
Nc1ccn([C@@H]2O[C@H](C(=O)N3CCCN(Cc4ccccc4F)CC3)[C@@H](O)[C@H]2O)c(=O)n1	-1	0	1	-1	-6	6	-6	-0.2	-11	1
Clc1ccccc1OCc1nc(-c2ccccn2)no1	-4	0	-2	-5	7	1	1	0.0	0	3
O=C(CN(C(=O)CNS(=O)(=O)c1ccc(F)cc1)c1ccc(F)cc1)NCc1ccco1	0	-1	2	-1	-2	1	-4	-0.1	-11	6
Cc1ccc(C)c(N2CCN(C(=O)CCc3nc(-c4cccc(F)c4)no3)CC2)c1	5	-5	1	-1	10	-3	-7	0.1	-7	2
CN(C)/C=C1\C(=O)N(c2ccc(F)cc2F)C(c2cccnc2)S1(=O)=O (stereo unspecified)	-2	5	-5	-1	-6	-3	-2	-0.2	-8	-5
CC1CCC(NC(=O)Cn2c(=O)[nH]c3ccsc3c2=O)CC1 (stereo unspecified)	1	3	4	2	1	3	5	-0.6	2	3
COc1cccc(-c2nc(-c3ccncc3)no2)c1	4	7	-10	-5	0	1	-3	-0.1	-7	8
O=C(Nc1ccccc1O)c1ccc(Cl)cc1	-1	0	-1	-1	-5	-1	0	-0.1	7	2
O=c1c2sccc2nc(SCc2cc(=O)n3ccccc3n2)n1Cc1ccccn1	-10	-50	-5	7	-5	-75	1	4.1	-2	-1
COc1ccc(-n2c(=O)c3ccccc3n(CC(=O)Nc3cccc(OC)c3)c2=O)cc1	-1	2	10	3	-5	-7	-2	-0.1	5	-2
CCC(=O)N(Cc1cc2cc(OC)ccc2[nH]c1=O)c1ccc(C)cc1	-65	-17	-8	0	-1	-25	-3	0.7	2	9
CCC(=O)O/N=C(\N)c1ccc(Oc2cc(C)c(Cl)c(C)c2)c([N+](=O)[O-])c1	-4	-1	11	1	-2	-4	0	-0.4	11	-2
CN(Cc1ccccc1)C(=O)OCc1cn(Cc2ccc(F)cc2F)nn1	-6	-3	/	1	2	0	-5	0.1	/	17*

Laid out differently: entries from further up.
Values in the order: ADAM17 inh, PLCg1 inh, ASAP1 GAP inh, UHRF1 MBD2 ctr, Tn7 DDE FP, PLCb3 inh, MBD2 DNA inh, KLK7 zymogen act, ARFGAP1 inh, DDE Tn6 FP inh
Nc1ccn([C@@H]2O[C@H](C(=O)N3CCCN(Cc4ccccc4F)CC3)[C@@H](O)[C@H]2O)c(=O)n1
 : -1, 0, 1, -1, -6, 6, -6, -0.2, -11, 1
Clc1ccccc1OCc1nc(-c2ccccn2)no1
 : -4, 0, -2, -5, 7, 1, 1, 0.0, 0, 3
O=C(CN(C(=O)CNS(=O)(=O)c1ccc(F)cc1)c1ccc(F)cc1)NCc1ccco1
 : 0, -1, 2, -1, -2, 1, -4, -0.1, -11, 6
Cc1ccc(C)c(N2CCN(C(=O)CCc3nc(-c4cccc(F)c4)no3)CC2)c1
 : 5, -5, 1, -1, 10, -3, -7, 0.1, -7, 2
CN(C)/C=C1\C(=O)N(c2ccc(F)cc2F)C(c2cccnc2)S1(=O)=O (stereo unspecified)
 : -2, 5, -5, -1, -6, -3, -2, -0.2, -8, -5
CC1CCC(NC(=O)Cn2c(=O)[nH]c3ccsc3c2=O)CC1 (stereo unspecified)
 : 1, 3, 4, 2, 1, 3, 5, -0.6, 2, 3
COc1cccc(-c2nc(-c3ccncc3)no2)c1
 : 4, 7, -10, -5, 0, 1, -3, -0.1, -7, 8
O=C(Nc1ccccc1O)c1ccc(Cl)cc1
 : -1, 0, -1, -1, -5, -1, 0, -0.1, 7, 2
O=c1c2sccc2nc(SCc2cc(=O)n3ccccc3n2)n1Cc1ccccn1
 : -10, -50, -5, 7, -5, -75, 1, 4.1, -2, -1
COc1ccc(-n2c(=O)c3ccccc3n(CC(=O)Nc3cccc(OC)c3)c2=O)cc1
 : -1, 2, 10, 3, -5, -7, -2, -0.1, 5, -2
CCC(=O)N(Cc1cc2cc(OC)ccc2[nH]c1=O)c1ccc(C)cc1
 : -65, -17, -8, 0, -1, -25, -3, 0.7, 2, 9
CCC(=O)O/N=C(\N)c1ccc(Oc2cc(C)c(Cl)c(C)c2)c([N+](=O)[O-])c1
 : -4, -1, 11, 1, -2, -4, 0, -0.4, 11, -2
CN(Cc1ccccc1)C(=O)OCc1cn(Cc2ccc(F)cc2F)nn1
 : -6, -3, /, 1, 2, 0, -5, 0.1, /, 17*

Assay outcomes: PubChem, The Scripps Research Institute Molecular Screening Center
